Ecoli WT expand: blocks growth of wild type E. coli BW25113 | OD600 absorbance | 98,000 compounds, 0.15% hits | growth inhibition, % at 100 µM;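 active = growth inhibition above about 50% at one test dose, limit read from the data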;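 also: growth measured after 20 h incubation at 37 °C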
Mac1 fbg inh: inhibitors of human CD11b/CD18 binding to fibrinogen | K562 CD11b/CD18 adhesion to fibrinogen, ATPlite luminescence; Mn2+ added to activate the integrin | inhibition, % at 10 µM | 93,000 compounds, 0.54% hits | AID 1497 | P05107+P11215;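 active = primary inhibition of 50% or more at 10 µM, then 40% or more on retest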; also: some results filed as inactive read as strong as hits
FAK blocker: inhibitors of human focal adhesion kinase | Q05397 | biochemical FAK kinase activity assay | inhibition, %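 (tested at 7 µM)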 | 97,000 compounds, 0.84% hits; in the data active = inhibition above about 19%;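 also: 0% = DMSO and 100% = reference compound high control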
ERa coact inh: ER-alpha (human) coactivator binding inhibition; P03372; TR-FRET ER-alpha LBD / SRC-1 peptide, estradiol-bound; inhibition, % at 25.6 µM; 86,000 compounds, 1.7% hits; in the data active = inhibition above about 50%;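 also: 0% = receptor plus peptide control and 100% = peptide only without receptor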
ERa SRC1 pot: ER-alpha (human) coactivator binding potentiation; P03372; TR-FRET ERalpha-LBD/SRC-Cy5 coactivator binding, 2 h; 100 = basal binding, no effect; coactivator binding (% of control), % at 25.6 µM; 86,000 compounds, 1.3% hits; in the data active = activity above about 200%;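 also: binding measured in presence of low estradiol as agonist stimulus; 0% = peptide alone without receptor and 100% = receptor with peptide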
PLAP activator: human PLAP activation; P05187; purified PLAP enzyme, luminescent substrate read-out; hits give high values; activation fold at 20 µM; 96,000 compounds, 1.2% hits; AID 696; in the data active = activation fold above about 2
Target sequence (P05187 whole entry, looked up): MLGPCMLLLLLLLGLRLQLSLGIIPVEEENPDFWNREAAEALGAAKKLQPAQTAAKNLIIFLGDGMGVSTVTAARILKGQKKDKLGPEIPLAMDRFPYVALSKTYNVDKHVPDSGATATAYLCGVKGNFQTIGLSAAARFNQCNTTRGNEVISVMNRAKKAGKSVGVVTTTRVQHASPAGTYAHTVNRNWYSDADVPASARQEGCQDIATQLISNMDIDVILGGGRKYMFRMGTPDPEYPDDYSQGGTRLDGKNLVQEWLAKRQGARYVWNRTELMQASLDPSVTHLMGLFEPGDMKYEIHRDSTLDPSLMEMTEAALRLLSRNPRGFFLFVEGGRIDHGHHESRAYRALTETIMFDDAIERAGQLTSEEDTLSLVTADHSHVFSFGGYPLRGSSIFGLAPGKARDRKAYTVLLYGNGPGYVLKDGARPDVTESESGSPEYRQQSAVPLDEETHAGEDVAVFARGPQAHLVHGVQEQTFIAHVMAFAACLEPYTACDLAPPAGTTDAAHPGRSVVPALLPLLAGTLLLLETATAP
MT1-MMP txn act: MT1-MMP promoter transcription activation. 86,000 compounds, 0.16% hits. HT1080 MT1-MMP promoter luciferase reporter, luminescence, overnight; hits give high values. activation factor at 10 µM;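 active = activation factor of at least 2 for MT1-MMP transcription at 10 µM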
ERb coact inh: ER-beta (human) coactivator binding inhibition. AID 633. inhibition, % at 25.6 µM. TR-FRET ER-beta LBD / SRC1-Cy5 peptide binding; receptor agonist-loaded with 1 µM estradiol. 86,000 compounds, 1.3% hits;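 active = compounds whose percent inhibition of the receptor-coactivator binding signal exceeds about 50% in the single-dose screen, limit read from the data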;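 also: 0% = receptor plus peptide wells without compound and 100% = peptide-only wells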
Target sequence (Q92731 whole entry, looked up, the tested form may be a part): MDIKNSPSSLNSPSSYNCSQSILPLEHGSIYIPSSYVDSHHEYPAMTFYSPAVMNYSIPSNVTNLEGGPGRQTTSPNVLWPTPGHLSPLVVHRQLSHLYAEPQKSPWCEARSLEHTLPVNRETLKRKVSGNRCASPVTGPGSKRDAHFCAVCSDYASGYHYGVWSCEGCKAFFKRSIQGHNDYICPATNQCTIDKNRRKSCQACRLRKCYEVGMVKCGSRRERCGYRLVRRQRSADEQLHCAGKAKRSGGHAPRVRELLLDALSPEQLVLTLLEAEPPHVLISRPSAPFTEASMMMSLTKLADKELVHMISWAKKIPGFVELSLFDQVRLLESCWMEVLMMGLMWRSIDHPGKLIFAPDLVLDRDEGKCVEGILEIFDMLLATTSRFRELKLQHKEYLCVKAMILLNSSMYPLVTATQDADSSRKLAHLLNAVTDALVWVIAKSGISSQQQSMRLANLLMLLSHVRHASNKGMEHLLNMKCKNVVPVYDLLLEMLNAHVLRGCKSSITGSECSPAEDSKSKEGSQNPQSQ
CD11b adhes enh: increases human CD11b/CD18 adhesion to fibrinogen; 93,000 compounds, 0.07% hits; K562 CD11b/CD18 adhesion to fibrinogen, ATPlite luminescence; P05107+P11215; activation, % at 10 µM;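 active = 10 µM primary screen giving 50% or more activity, confirmed by 40% or more on retest at that dose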; also: strong numbers were not always called active; reference of the scale not given here
Starred values were filed as active, the others as inactive; [ ] = another dose, or the depositor's remark.

COc1ccc2[nH]c(=O)c(CNC3CCCCC3)cc2c1 was read as Ecoli WT expand 3, FAK blocker 1, ERa coact inh 1, ERa SRC1 pot 103, PLAP activator 1.2, MT1-MMP txn act 1.2 and ERb coact inh -3.
For O=C1OC(N2CCN(C(=O)C3CCCO3)CC2)c2ccccc21 (stereo unspecified) the results were Ecoli WT expand -13, Mac1 fbg inh -8, FAK blocker 2, ERa coact inh -10, ERa SRC1 pot 128[fluorescence artefact?], PLAP activator 0.9, MT1-MMP txn act 1.1, ERb coact inh 11 and CD11b adhes enh -2.
For Cn1c(=O)c(=O)n(C)c2cc(S(=O)(=O)CCC(=O)N3CCOCC3)ccc21 the results were Ecoli WT expand -5, Mac1 fbg inh 6, FAK blocker 2, ERa coact inh -2, ERa SRC1 pot 113[fluorescence artefact?], PLAP activator 0.9, MT1-MMP txn act 1.1, ERb coact inh -6 and CD11b adhes enh 1.
`CCc1ccc2c(CN3CCc4ccccc43)cc(=O)oc2c1` gave Ecoli WT expand -1, Mac1 fbg inh 10, FAK blocker 1, ERa coact inh 4, ERa SRC1 pot 88, PLAP activator 1, MT1-MMP txn act 1.5, ERb coact inh 0 and CD11b adhes enh 1.
Screening CCOC(=O)c1sc(C)c(C(=O)NCC(C)(C)CN(C)C)c1N returned Ecoli WT expand 4, FAK blocker 2, ERa coact inh -10, ERa SRC1 pot 101, PLAP activator 1.1, MT1-MMP txn act 1.1 and ERb coact inh -10.
Screening COC(=O)c1sccc1NC(=O)CSc1nnnn1-c1ccccc1F returned Ecoli WT expand -1, Mac1 fbg inh -3, FAK blocker -1, ERa coact inh 4, ERa SRC1 pot 94, PLAP activator 1, MT1-MMP txn act 1.4, ERb coact inh 10 and CD11b adhes enh 1.
Cc1nnc(NC(=O)C2C3C=CC(O3)C2C(=O)O)s1 (stereo unspecified) was read as Ecoli WT expand 2, Mac1 fbg inh 3, FAK blocker 0, ERa coact inh -4, ERa SRC1 pot 111, PLAP activator 1, ERb coact inh -1 and CD11b adhes enh -4.
For c1ccc(Cc2nnc3sc(-c4ccco4)nn23)cc1 the results were Ecoli WT expand 2, Mac1 fbg inh -9, FAK blocker 9, ERa coact inh 64*[fluorescence artefact?], ERa SRC1 pot 74[fluorescence artefact?], PLAP activator 0.9, MT1-MMP txn act 1.1, ERb coact inh 59* and CD11b adhes enh 8.
`Cc1ccc(-c2nc(CS(=O)CC(=O)NC3CCC(C)CC3)c(C)o2)cc1` (stereo unspecified) gave Ecoli WT expand 0, Mac1 fbg inh -3, FAK blocker 5, ERa coact inh -14, ERa SRC1 pot 107[fluorescence artefact?], PLAP activator 1.7, MT1-MMP txn act 1.1, ERb coact inh -16 and CD11b adhes enh 4.
Screening Clc1ccc(Oc2nc(N3CCOCC3)nc(N3CCOCC3)n2)c(C2CCCCC2)c1 returned FAK blocker -1, ERa coact inh 8[fluorescence artefact?], ERa SRC1 pot 105, MT1-MMP txn act 1.1 and ERb coact inh -9.
For CCOC(=O)C1CCCN(Cc2nc(N)nc(Nc3ccc(OC)cc3)n2)C1 (stereo unspecified) the results were Ecoli WT expand -6, Mac1 fbg inh 13, FAK blocker 1, ERa coact inh 3, ERa SRC1 pot 94[fluorescence artefact?], PLAP activator 0.8, MT1-MMP txn act 0.9, ERb coact inh -5 and CD11b adhes enh 0.
O=C(Nc1ccc(Br)cc1)C1CCC(=O)N1Cc1ccccc1Cl (stereo unspecified) was read as Ecoli WT expand -3, Mac1 fbg inh -18, FAK blocker 0, PLAP activator 1.1 and CD11b adhes enh -3.
`Nc1ncnc2c1ncn2CCOc1ccccc1` gave Ecoli WT expand -1, Mac1 fbg inh 4, FAK blocker 3, ERa coact inh -4, ERa SRC1 pot 117, PLAP activator 1.2, MT1-MMP txn act 1.2, ERb coact inh -6 and CD11b adhes enh -4.
`O=C(CCSc1nnc(-c2ccncc2)o1)Nc1ccccc1Cl` gave Ecoli WT expand 7, Mac1 fbg inh -10, FAK blocker 0, ERa coact inh -1, ERa SRC1 pot 105, PLAP activator 0.7, ERb coact inh 1 and CD11b adhes enh -2.
For O=C(O)C1CCCN(S(=O)(=O)c2ccc(Br)cc2)C1 (stereo unspecified) the results were Ecoli WT expand -7, Mac1 fbg inh -27, FAK blocker -1, ERa coact inh -6, ERa SRC1 pot 112, PLAP activator 0.9, MT1-MMP txn act 1.3, ERb coact inh -17 and CD11b adhes enh 64.
`COc1ccccc1C(=O)Nc1ccon1` gave Ecoli WT expand 11, Mac1 fbg inh 4, FAK blocker -1, ERa coact inh -7, ERa SRC1 pot 97, PLAP activator 0.8, MT1-MMP txn act 1.1, ERb coact inh -5 and CD11b adhes enh 4.
Screening COc1cc2cc(C)c3nnc(SCC(N)=O)n3c2cc1OC returned Mac1 fbg inh 1, ERa coact inh 12, ERa SRC1 pot 105, PLAP activator 1.2, MT1-MMP txn act 1.1, ERb coact inh -3[fluorescence artefact?] and CD11b adhes enh -3.
CC1(C)CC(=O)C(C=NCCN2CCN(C(=O)NC34CC5CC(CC(C5)C3)C4)CC2)=C(O)C1 was read as Ecoli WT expand -5, Mac1 fbg inh -14, ERa coact inh -11, ERa SRC1 pot 111, PLAP activator 1.7, MT1-MMP txn act 1.1, ERb coact inh -10 and CD11b adhes enh -4.
For COc1cccc(OC)c1NC(=O)CN1CCC(NC(=O)c2cccc(F)c2)CC1 the results were FAK blocker 0, ERa coact inh 2, ERa SRC1 pot 117, MT1-MMP txn act 1.1 and ERb coact inh -9.
COCCNCCCCOc1c(Cl)cc(C)cc1Br was read as Ecoli WT expand 10, Mac1 fbg inh 2, FAK blocker -6, PLAP activator 1.3 and CD11b adhes enh -2.

Ordered by length of the SMILES (descending): 6 of the compounds above
CC1(C)CC(=O)C(C=NCCN2CCN(C(=O)NC34CC5CC(CC(C5)C3)C4)CC2)=C(O)C1 was read as Ecoli WT expand -5, Mac1 fbg inh -14, ERa coact inh -11, ERa SRC1 pot 111, PLAP activator 1.7, MT1-MMP txn act 1.1, ERb coact inh -10 and CD11b adhes enh -4.
`O=C(CCSc1nnc(-c2ccncc2)o1)Nc1ccccc1Cl` gave Ecoli WT expand 7, Mac1 fbg inh -10, FAK blocker 0, ERa coact inh -1, ERa SRC1 pot 105, PLAP activator 0.7, ERb coact inh 1 and CD11b adhes enh -2.
Screening COc1cc2cc(C)c3nnc(SCC(N)=O)n3c2cc1OC returned Mac1 fbg inh 1, ERa coact inh 12, ERa SRC1 pot 105, PLAP activator 1.2, MT1-MMP txn act 1.1, ERb coact inh -3[fluorescence artefact?] and CD11b adhes enh -3.
COc1ccc2[nH]c(=O)c(CNC3CCCCC3)cc2c1 was read as Ecoli WT expand 3, FAK blocker 1, ERa coact inh 1, ERa SRC1 pot 103, PLAP activator 1.2, MT1-MMP txn act 1.2 and ERb coact inh -3.
`Nc1ncnc2c1ncn2CCOc1ccccc1` gave Ecoli WT expand -1, Mac1 fbg inh 4, FAK blocker 3, ERa coact inh -4, ERa SRC1 pot 117, PLAP activator 1.2, MT1-MMP txn act 1.2, ERb coact inh -6 and CD11b adhes enh -4.
`COc1ccccc1C(=O)Nc1ccon1` gave Ecoli WT expand 11, Mac1 fbg inh 4, FAK blocker -1, ERa coact inh -7, ERa SRC1 pot 97, PLAP activator 0.8, MT1-MMP txn act 1.1, ERb coact inh -5 and CD11b adhes enh 4.

Continuation.
Cc1cc(C)n(CC(=O)NC2CCCCC2)n1 was read as Ecoli WT expand 9, Mac1 fbg inh -20, FAK blocker 0, ERa coact inh -5, ERa SRC1 pot 96, PLAP activator 0.8, MT1-MMP txn act 1.1, ERb coact inh -6 and CD11b adhes enh 4.
Cc1ccc2cccc(O)c2[n+]1[O-] was read as Ecoli WT expand 20, Mac1 fbg inh 4, FAK blocker -7, ERa coact inh 0, ERa SRC1 pot 107, PLAP activator 1, MT1-MMP txn act 1.1, ERb coact inh 8 and CD11b adhes enh -6.
`CCOC(=O)c1ccc(Nc2nc(C(=O)OCC)nc3ccccc23)cc1` gave Ecoli WT expand -5, FAK blocker -12, ERa coact inh 10, ERa SRC1 pot 114, PLAP activator 0.9, MT1-MMP txn act 1 and ERb coact inh 5.
For CCOC(=O)C1=C(C)n2c(s/c(=C/c3cccc([N+](=O)[O-])c3)c2=O)=NC1c1ccc(O)c(OC)c1 (stereo unspecified) the results were Ecoli WT expand -19, Mac1 fbg inh 26, FAK blocker 1, ERa coact inh -6, ERa SRC1 pot 59, PLAP activator 1.1, MT1-MMP txn act 0.8, ERb coact inh 3[fluorescence artefact?] and CD11b adhes enh 0.
Cc1ccc(S(=O)(=O)N2CCC(C(=O)N[C@@H](C)C(=O)NCCc3ccccc3)CC2)cc1 was read as Ecoli WT expand 3, Mac1 fbg inh -13, ERa coact inh 8, ERa SRC1 pot 104, PLAP activator 1.6, MT1-MMP txn act 1.1, ERb coact inh 6 and CD11b adhes enh 0.
Screening CCCn1c(N2CCN(CC(=O)c3c(C)n(C)c4ccccc34)CC2)nc2c1c(=O)[nH]c(=O)n2C returned Ecoli WT expand -4, Mac1 fbg inh -2, FAK blocker 6, ERa coact inh -19, ERa SRC1 pot 107, PLAP activator 1.5, MT1-MMP txn act 1.1, ERb coact inh -11 and CD11b adhes enh -3.
For C=CCc1c(C)nc(SC)nc1Nc1ccccc1 the results were FAK blocker 1, ERa coact inh -4, ERa SRC1 pot 96, MT1-MMP txn act 1.2 and ERb coact inh -4.
Screening CC(C)NC(=O)C(=O)NCCc1ccc(Cl)cc1 returned Ecoli WT expand 6, Mac1 fbg inh 5, FAK blocker 0, ERa coact inh 0, ERa SRC1 pot 99, PLAP activator 0.9, MT1-MMP txn act 1.1, ERb coact inh -6 and CD11b adhes enh -2.
For CCOC(=O)c1cccc(NC(=O)C(NS(=O)(=O)c2ccc3c(c2)CCN3C(C)=O)C(C)C)c1 (stereo unspecified) the results were Ecoli WT expand 6, Mac1 fbg inh -25, PLAP activator 1.1, MT1-MMP txn act 1.1 and CD11b adhes enh -4.
CCSc1nnc2c(n1)OC(c1ccc(C(=O)O)cc1)N(C(C)=O)c1ccccc1-2 (stereo unspecified) was read as Ecoli WT expand -10, Mac1 fbg inh 6, FAK blocker 1, ERa coact inh 2, ERa SRC1 pot 112, PLAP activator 1.5, MT1-MMP txn act 1.1, ERb coact inh 3 and CD11b adhes enh -4.
CCOc1ccc(C2CC(c3cccc(OC)c3OC)n3nnnc3N2)cc1Cl (stereo unspecified) was read as Ecoli WT expand -3, Mac1 fbg inh -1, ERa coact inh 2, ERa SRC1 pot 100, PLAP activator 1.6, MT1-MMP txn act 1.1, ERb coact inh -2 and CD11b adhes enh 10.
Cc1ccc(-n2nc(C(=O)O)nc2-c2ccccc2)cc1 was read as Ecoli WT expand 3, Mac1 fbg inh -24, FAK blocker -2, PLAP activator 1.1 and CD11b adhes enh 1.
`Cc1ccc(C(=O)Nc2ccc(S(=O)(=O)NCc3ccco3)cc2)cc1` gave Ecoli WT expand -7, Mac1 fbg inh -12, FAK blocker -2, PLAP activator 1.1 and CD11b adhes enh 2.
COc1ccccc1CNC(=O)CCCNS(=O)(=O)c1cccc2nsnc12 was read as Ecoli WT expand -2, FAK blocker -1, ERa coact inh 3[fluorescence artefact?], ERa SRC1 pot 118[fluorescence artefact?], PLAP activator 0.8, MT1-MMP txn act 1.1 and ERb coact inh 1[fluorescence artefact?].
`CCOC(=O)C1=C(C)N=c2s/c(=C/c3ccco3)c(=O)n2C1c1cccc(OC)c1` (stereo unspecified) gave Ecoli WT expand -24, Mac1 fbg inh 10, FAK blocker -1, ERa coact inh 1[fluorescence artefact?], ERa SRC1 pot 101[fluorescence artefact?], PLAP activator 1.4, MT1-MMP txn act 1, ERb coact inh 8[fluorescence artefact?] and CD11b adhes enh -2.
For CCN(CC)c1ccc(/C=N/N2CCN(Cc3cccc4ccccc34)CC2)c(O)c1 the results were Ecoli WT expand -20, Mac1 fbg inh 14, FAK blocker -2, PLAP activator 1 and CD11b adhes enh -3.
